EPAC2 agonist – activates human EPAC2 exchange factor. Potency, µM (top dose mostly 154 µM), inactives show top-dose activation, hits mostly activators. 0.079% of 360,000 active. EPAC2 activation, biochemical qHTS; response scale: 100% = 6.5 mM cAMP response. AID 720711. Q8WZA2; also: potency is read from the fitted curve at half-maximal effect; nearly all actives have a fitted effect of over 50% in size
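Exchange assay: 100 nM EPAC2 with 250 nM Rap1B-BODIPY-GDP and 50 uM GDP. Fluorescence (ex 480/em 540 nm) read every 5 min for 30 min at room temperature. Data normalized to 6.5 mM cAMP as agonist control.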
DRD3 agonist – D3 dopamine receptor (human) agonism. AID 652048. max activation, %. D3R DiscoveRx beta-arrestin cells, luminescence, 90 min. 0.58% of 410,000 active; in the data active = max activation above about 30%; also: 0% is about no effect; mostly tested at two doses, the higher about 12 µM
Target sequence (P35462 whole entry, looked up): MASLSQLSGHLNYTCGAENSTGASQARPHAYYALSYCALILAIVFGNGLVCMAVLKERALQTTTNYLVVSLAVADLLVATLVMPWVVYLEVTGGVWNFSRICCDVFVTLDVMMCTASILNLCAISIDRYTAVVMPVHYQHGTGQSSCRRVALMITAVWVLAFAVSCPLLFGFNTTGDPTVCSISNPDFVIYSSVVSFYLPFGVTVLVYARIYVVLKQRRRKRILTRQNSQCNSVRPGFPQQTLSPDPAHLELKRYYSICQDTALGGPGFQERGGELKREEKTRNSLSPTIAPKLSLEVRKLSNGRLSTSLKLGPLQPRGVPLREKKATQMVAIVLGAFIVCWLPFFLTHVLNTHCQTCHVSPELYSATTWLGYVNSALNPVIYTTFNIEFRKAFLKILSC
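Cells at 1500/well, incubated overnight, then treated with pinned compounds (dopamine as control) for 90 min at 37 degrees C. DiscoveRx reagent added for 30 - 60 minutes at room temperature; luminescence read.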
PTHR1 agonist – activates the human parathyroid hormone receptor PTHR1; HEK293 GP2 PTHR1 cells, GloSensor cAMP luminescence, 1 h; Potency, µM (titrated, usually from 115 µM), for inactives: at the highest dose activation, hits mostly activators; 0.075% of 410,000 active; AID 743266; also: potency is read from the fitted curve at half-maximal effect; nearly all actives have a fitted effect of over 55% in size; some results filed as inactive show a strong effect at the top dose; inactives centre near -15; many of its hits are not listed in these tables
Target sequence (Q03431 whole entry, looked up): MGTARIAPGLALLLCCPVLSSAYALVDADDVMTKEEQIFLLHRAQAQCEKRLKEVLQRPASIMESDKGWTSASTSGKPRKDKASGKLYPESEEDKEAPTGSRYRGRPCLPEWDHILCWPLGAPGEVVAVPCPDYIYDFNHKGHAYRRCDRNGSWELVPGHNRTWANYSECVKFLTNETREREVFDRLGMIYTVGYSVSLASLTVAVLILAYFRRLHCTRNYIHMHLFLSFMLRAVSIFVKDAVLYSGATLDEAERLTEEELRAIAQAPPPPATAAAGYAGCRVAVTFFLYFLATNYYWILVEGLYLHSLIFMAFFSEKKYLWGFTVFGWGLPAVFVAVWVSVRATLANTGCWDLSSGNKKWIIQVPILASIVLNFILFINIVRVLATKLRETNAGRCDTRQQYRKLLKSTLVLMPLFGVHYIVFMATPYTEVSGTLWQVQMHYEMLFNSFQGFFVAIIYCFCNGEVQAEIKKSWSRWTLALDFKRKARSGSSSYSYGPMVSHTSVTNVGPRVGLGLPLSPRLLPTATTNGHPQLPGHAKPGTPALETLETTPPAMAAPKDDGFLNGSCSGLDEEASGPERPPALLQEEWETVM
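HEK-293-derived GP2 cells expressing PTHR1 and a GloSensor cAMP reporter, 3,000/well, plated overnight, given luciferin plus IBMX (each 0.5 mM as added) for 1 h at 37 °C, then compound for 1 h at 37 °C. Luminescence was read after 15 min at room temperature.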
EPAC2 antagonist – blocks human EPAC2 exchange factor | EPAC2 GEF exchange of Rap1B-BODIPY-GDP, fluorescence | Q8WZA2 | Potency, µM (top dose mostly 114 µM), inactives show top-dose activity, negative = inhibition, hits mostly inhibitors | 0.18% of 360,000 active; also: potency is read from the fitted curve at half-maximal effect; % is scaled to controls: 0 for no effect and ±100 for the full control effect; nearly all actives have a fitted effect of over 45% in size; many of its hits are not listed in these tables
pAkt inh – inhibitors of Akt phosphorylation; Neuro2A IGF-stimulated pAkt S473 HTRF, 20 min; stronger effect = lower value; activity change, % for hits at 50 µM; 0.32% of 360,000 active; in the data active = activity change below about -80%; inconclusive = mostly about -51% to -80%; also: % is scaled to controls: 0 for no effect and ±100 for the full control effect
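Single-point screen (50 µM final compound) in Neuro2A cells stimulated 20 min with 6 nM IGF at 37 deg C. After lysis, Ser473-phosphorylated Akt read by HTRF (ex 330 nm, em 615/665 nm) as the 665/615 ratio.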
DRD3 antagonist – antagonists of human D3 dopamine receptor | P35462 | D3R cells, DiscoveRx beta-arrestin luminescence, antagonist mode; stronger effect = lower value | max response, negative = inhibition, % | 2.5% of 360,000 active | AID 652054; in the data active = max response below about -50%; inconclusive = no clear call, values can overlap the other calls; also: % is scaled to controls: 0 for no effect and ±100 for the full control effect; mostly tested at two doses, the higher about 12 µM
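Cells expressing the human receptor were seeded at 1500 cells/well, incubated overnight at 37 degrees C in 5% CO2, then exposed to library compounds with dopamine controls for 90 minutes at 37 degrees C before luminescent detection.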
MmCpn inh – blocks the Methanococcus maripaludis chaperonin Mm-Cpn; purified Mm-Cpn ATPase, ADP Transcreener TR-FRET; Potency, µM (series often up to 76.9 µM), for the others: top-dose activity, negative = inhibition, actives largely listed as inhibitors; 0.031% of 330,000 active; also: potency is read from the fitted curve at half-maximal effect; % is scaled to controls: 0 for no effect and ±100 for the full control effect; nearly all actives have a fitted effect of over 80% in size
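ATPase turnover read by TR-FRET ADP competition (Eu cryptate antibody/ADP-d2, 665/590 nm): 10uM ATP final, 25nM Mm-CPN final, 30 min 37degC after 10-min compound preincubation, pH 7.4 Tris/KCl/MgCl2/DTT buffer.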
CCT chaperon mod – cytosolic chaperonin activity modulation; activity change, % (concentration not given with the values), hits read low; purified chaperonin ATPase assay, HTRF ADP detection, 30 min; AID 651819; 0.3% of 360,000 active; in the data active = activity change below about -30%; also: % is scaled to controls: 0 for no effect and ±100 for the full control effect
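TRiC (40 or 20 nM final, by batch activity) in 30 mM Tris pH 7.4, 100 mM KCl, 5 mM MgCl2, 1 mM DTT was treated with compound at 76 uM single dose, then 10 uM ATP, 30 min at 37 °C. ADP was read by HTRF Transcreener.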
Starred values were filed as active, the others as inactive; i = inactive; ? = inconclusive; / = not tested or not shown; [ ] = dose if it differs, or a comment. Unless noted, calls follow the shape of the dose curve; as a rule, active = well fitted curve in the direction sought with a large enough effect; inconclusive = small, poorly fitted or top-dose-only effect, or another doubt; inactive = no such curve, though single readings can be large; an effect the other way counts as inactive or inconclusive.

Each structure is followed by: EPAC2 agonist	DRD3 agonist	PTHR1 agonist	EPAC2 antagonist	pAkt inh	DRD3 antagonist	MmCpn inh	CCT chaperon mod
CCN(CC)C(=O)COc1ccc(C=O)cc1OC
  9%	2	-7%	-4%	i	3	2%	-0.1
CCOc1ccc(S(=O)(=O)N(CC)CC(=O)NCc2ccncc2)cc1
  -3%	1	i	-4%	i	3	0%	1.3
CCOc1cc(C2C3=C(CCCC3=O)NC3=C2C(=O)CCC3)ccc1OCCO
  18%	0	i	-6%	i	4	2%	0.3
CC1CCCCN1C(=O)CSc1nc(C2CC2)nc2c1cnn2-c1ccccc1 (stereo not drawn)
  21%	1	3%[57.5 µM]	-12%	i	40	-1%	-4.1
COC(=O)CSc1nc2cc(Cl)ccc2c(=O)n1C1CCCC1
  -20%	16	-10%	5%	i	31	-3%	2.2
CCCN1CCN(CCCNC(=O)C2CCN(c3nnc(-n4c(C)ccc4C)s3)CC2)CC1
  -1%	-15	-4%	3%	i	-13	-8%	-2.3
O=C(CSc1nc(=O)n2cc(Cl)ccc2n1)NCCc1ccccc1
  -5%	7	i	10%	i	4	1%	-0.8
Cc1ccc(S(=O)(=O)Nc2nc(C)cc(N/N=C/c3ccc(O)cc3)n2)cc1
  0%	0	-4%	2%	i	0	1%	-0.3
Cc1cc(=O)oc2cc(OCC(=O)N3CC[C@@]4(O)CCCC[C@H]4C3)c(Cl)cc12
  6%	-25	-54%	-4%	i	10	2%	1.8
O=C(Nc1nc2ccccc2[nH]1)c1ccc(Cl)c(S(=O)(=O)N2CCCC2)c1
  8%	-2	-29%[57.5 µM]	-9%	i	?	0%	-0.9
C1CCCN(c2nc3nonc3nc2N2CCCCCC2)CC1
  10%	3	-6%	-1%	i	-10	0%	-3.1
COc1ccc(S(=O)(=O)NCC(c2cccnc2)N2CCN(c3ccccc3OC)CC2)cc1C (stereo not drawn)
  -20%	-8	-14%[57.5 µM]	0%[57.1 µM]	i	-26	-2%	-0.7
COc1ccccc1N1CCN(C(CNS(C)(=O)=O)c2cccnc2)CC1 (stereo not drawn)
  3%	2	i	-11%[57.1 µM]	i	11	-1%	-0.1
CCN1C(=O)/C(=C\c2ccncc2)SC1=Nc1ccc(C)c(C)c1
  6%	1	-5%	-3%	i	-13	1%	-2.4
CCn1ncc(C2=NOC(C(=O)NCCc3ccccc3)C2)c1C (stereo not drawn)
  11%	9	-22%[57.5 µM]	-4%	i	-14	2%	2.1
CCOC(=O)c1oc2ccccc2c1NC(=O)CN1CCN(C)CC1
  2%	2	i	-3%	i	12	-2%	0.5
COC(=O)c1nnn(CC(=O)NC(=O)Nc2cccc(Cl)c2C)c1C(=O)OC
  10%	0	-24%	11%	i	5	1%	-3.1
COc1ccc(-c2nnc(SCc3nc4ccccc4s3)n2C(C)C)cc1
  9%	-2	-19%[57.5 µM]	7%	i	35	0%	-1.0
CN(CCOc1ccccc1Cl)Cc1ccccc1
  0%	5	-18%	-17%	i	-76*	-7%	2.3
Cc1ccccc1N1CCN(c2ncnc3c2cnn3Cc2ccc(Cl)cc2)CC1
  0%[15.6 µM]	3	-22%[57.5 µM]	5%	/	?	-1%	0.5
O=C(O)C(C/C(=N/O)c1ccc(Br)cc1)P(=O)(c1ccccc1)c1ccccc1 (stereo not drawn)
  4%	-6	?	-10%	i	15	1%	-2.4
O=C(O)CCn1c(C2CCCCC2)nc2ccccc21
  -3%	0	i	12%	i	5	0%	-4.5
COC(=O)c1cc(OCC(=O)NC2CCCc3ccccc32)cc(C(=O)OC)c1 (stereo not drawn)
  -10%	-3	3%	-10%	i	0	1%	1.0
COc1ccc(C(=O)N2CCC2(C)C(=O)NC(C)C)cc1 (stereo not drawn)
  5%	-10	i	3%	i	-17	/	-0.2
COc1ccc(Cl)cc1NC(=O)[C@@]1(CC(=O)O)CC(/C=C/c2ccccc2)=NO1
  2%	-1	i	-3%	i	-12	-8%	-1.5
c1ccc(-c2cn3c(n2)-c2ccccc2C3)cc1
  6%	-2	-28%	4%	i	3	-1%	-1.4
COP(=O)(OC)c1nc(-c2ccc([N+](=O)[O-])cc2)oc1N1CCCCC1
  -4%	1	-9%	-13%	i	14	1%	1.0
O=CNc1cc(-c2ccc(C(=O)N3CCOCC3)cc2)cn2c(-c3ccc(F)cc3)cnc12
  5%	-6	9%	1%	i	-24	/	-3.1
COc1ccc(C(=O)N2CCCC(N3CCN(c4ccccc4OC)CC3)C2)c(OC)n1 (stereo not drawn)
  6%	-6	i	0%	i	-19	-1%	1.4
O=[N+]([O-])c1cccc(/C=N/N2CCN(Cc3ccccc3)CC2)c1
  -2%	-14	i	5%	i	4	1%	3.3
COC(=O)c1sc(N(C)C)c(C#N)c1-c1ccccc1
  6%	-19	i	-1%	i	2	-8%	-0.5
CCCc1nc(SCC(=O)Nc2nc3c(s2)CCCC3)c2ccccc2n1
  12%	4	?	7%	i	-23	-1%	1.3
Cc1cccc(CCNc2nc3ccc(C)cc3n3cnnc23)c1
  2%	-1	i	-1%	i	-12	0%	-0.4
Nc1c(NC(=O)CC[n+]2ccccc2)cccc1[N+](=O)[O-]
  -4%	-3	-21%	-3%	i	-15	1%	-1.0
Cc1ccc(Cl)cc1NC(=O)COC(=O)CC1CCCCC1
  11%	-2	-29%	?	i	5	2%	0.4
Cc1ccc(CN2C(=O)c3ccccc3C2C(=O)NCC2CCCO2)cc1 (stereo not drawn)
  2%	10	-12%[57.5 µM]	-1%	i	1	1%	1.5
Cc1cccc(C)c1N(CC(=O)NCc1ccc(F)cc1)C(=O)c1csnn1
  -5%	1	-2%	-13%	i	3	1%	-2.9
Cc1cccnc1NC(=O)c1c(O)c2cccc3c2n(c1=O)CCC3
  -12%	-1	-20%[57.5 µM]	-4%	i	0	0%	0.8
O=C(NCc1cccc(C(F)(F)F)c1)N1CCN(C(=O)c2ccccc2)CC1
  13%	-6	-7%	10%	i	2	-1%	-0.1
COC(=O)Cc1ccc(NC(=S)N2CCN(c3ccccn3)CC2)cc1
  4%	5	-24%	4%	i	95	-4%	-0.9

Random excerpt: two entries already listed.
Each structure is followed by: EPAC2 agonist	DRD3 agonist	PTHR1 agonist	EPAC2 antagonist	pAkt inh	DRD3 antagonist	MmCpn inh	CCT chaperon mod
COc1ccc(-c2nnc(SCc3nc4ccccc4s3)n2C(C)C)cc1
  9%	-2	-19%[57.5 µM]	7%	i	35	0%	-1.0
COc1ccc(C(=O)N2CCC2(C)C(=O)NC(C)C)cc1 (stereo not drawn)
  5%	-10	i	3%	i	-17	/	-0.2

Later entries
Each structure is followed by: EPAC2 agonist	DRD3 agonist	PTHR1 agonist	EPAC2 antagonist	pAkt inh	DRD3 antagonist	MmCpn inh	CCT chaperon mod
COc1cc(S(=O)(=O)n2ccc(C)n2)ccc1Cl
  5%	-11	i	-17%	i	-18	1%	-48*
CCO/C(C)=N/Oc1cncnc1
  2%	8	-7%	4%	i	7	/	-0.7
C(=C\c1ccccc1)/CN1CCN(C(c2cc3ccccc3o2)c2nnnn2C2CCCC2)CC1 (stereo not drawn)
  1%	-9	-2%	?	i	-98*	/	0.0
Cc1cn(COC/C=C/c2ccccc2)c(=O)[nH]c1=O
  -2%	15	-3%[57.5 µM]	14%	i	16	1%	5.7
O=C(Nc1ccc(Cl)cc1)OCc1ccccn1
  5%	-3	-11%[57.5 µM]	-3%	i	12	1%	-0.5
CC(C)=CC(=O)OCC(=O)Nc1ccc(F)cc1Cl
  -1%	-5	i	-6%	i	-17	-2%	-0.7
C=CCOc1ccc2ccccc2c1CNc1ncn[nH]1
  3%	-11	i	-1%	i	-29	1%	-4.3
CC(C)Cc1cc(C(=O)N2CCN(c3ccc(F)cc3)CC2)no1
  -5%	-1	-22%	-16%	i	17	0%	-0.1
S=c1[nH]nc(C2CCCCC2)n1/N=C/c1cccc(Cl)c1Cl
  24%	-12	-10%	-3%	i	-22	-1%	1.5
Cc1ccc2nc(NC(=O)c3ccc4c(c3)OCO4)sc2c1
  10%	0	-16%[57.5 µM]	5%	i	-15	-12%	1.1
COc1ccc(CCNS(=O)(=O)c2ccc(OC)cc2)cc1
  3%	0	-10%[57.5 µM]	5%	i	21	1%	-0.5
COC(=O)C=C1CCC2C3CCC4=CC(=O)C(Br)CC4(C)C3C(=O)CC12C (stereo not drawn)
  9%	1	-13%	1%	i	3	/	0.3
O=C(CSc1nc(C2CCCCC2)nc2ccccc12)N1CCCC1
  2%	0	i	-15%	i	7	-1%	-0.6
CCOC(=O)c1coc(CNC(=O)c2c(C)oc3c2CCCC3)c1
  0%[15.6 µM]	2	-4%[57.5 µM]	-4%	/	32	-1%	-3.9
CCOc1ccc(/C=N/NC(=O)CSc2n[nH]c(=O)[nH]c2=O)cc1OC
  -2%	-9	i	6%	i	-16	2%	-3.4
Cc1cc(Nc2ccc(N(C)C)cc2)n2ncnc2n1
  8%	3	i	10%	i	8	-3%	-2.4
COCCN(CC(=O)Nc1cccc(C)c1C)C(=O)c1cc2ccccc2cc1OC
  0%	9	i	-14%	i	-23	-1%	0.6
Cc1noc(C)c1S(=O)(=O)N1CCC(C(=O)N2CCN(c3ccc(F)cc3)CC2)CC1
  10%	4	-6%	15%	i	5	0%	-1.0
CSc1ccccc1CNC(=O)C1(C)CCCN1CC(C)C (stereo not drawn)
  13%	1	5%	-13%	i	0	/	-0.3
CCOc1cc(/C=N/Nc2cccc(C(=O)O)c2)ccc1OC(=O)c1ccccc1
  7%	5	-23%	?	i	-11	0%	1.2
CCOC(=O)C1=CCN(S(=O)(=O)c2ccccc2F)C1c1ccc(C)cc1 (stereo not drawn)
  11%	3	i	-15%	i	21	/	1.5
CC(C)NC(=O)C1(C)CN(S(C)(=O)=O)CC(=O)N1C1CCN(Cc2ccccc2)CC1 (stereo not drawn)
  -1%	-8	-2%	5%	i	-14	/	/
O=C(Nc1ccc2nc(-c3cccs3)c(-c3cccs3)nc2c1)NC1CC1
  4%	0	i	3%	i	55	-6%	-1.3
COc1cc(OC)cc(C(=O)N[C@H](C(=O)NCc2cccs2)C(C)C)c1
  11%	-9	i	-2%	i	-12	0%	-6.5
Cc1oc(-c2ccccc2)cc1C(=O)Nc1cccc(/C=C\C(=O)O)c1
  -1%	5	-12%	5%	i	1	0%	1.2

Screens deposited in PubChem by National Center for Advancing Translational Sciences (NCATS).

A portion of the library; rates above refer to the full screens.
